Screens: PubChem, National Center for Advancing Translational Sciences (NCATS)
AmpC no deterg: AmpC beta-lactamase inhibition without detergent; hit rate 0.52% among 330,000; Potency, µM (top dose mostly 57.1 µM), inactives show top-dose activity change, negative = inhibition, hits mostly inhibitors; AmpC nitrocefin hydrolysis, absorbance 480 nm, 0.0001% Triton;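 further: potency means the concentration at half of the fitted maximal effect; plate controls were no compound for no effect and no enzyme for full effect; nearly all actives have a fitted effect of over 20% in size; some results filed as inactive show a strong effect at the top dose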
Target sequence (P00811 whole entry, looked up): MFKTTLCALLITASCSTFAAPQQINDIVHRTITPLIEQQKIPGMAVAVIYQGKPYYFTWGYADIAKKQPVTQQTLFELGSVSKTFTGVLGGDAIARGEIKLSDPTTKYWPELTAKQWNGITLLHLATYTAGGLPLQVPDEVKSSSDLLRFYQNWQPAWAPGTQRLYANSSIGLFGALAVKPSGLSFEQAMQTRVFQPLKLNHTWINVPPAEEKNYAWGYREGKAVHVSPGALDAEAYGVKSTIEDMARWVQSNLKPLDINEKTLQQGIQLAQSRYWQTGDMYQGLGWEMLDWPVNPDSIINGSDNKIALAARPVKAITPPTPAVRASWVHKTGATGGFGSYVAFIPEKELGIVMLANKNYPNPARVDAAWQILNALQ
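AmpC (5.3 nM in the dispensed reagent) in 20 mM phosphate pH 7.0 with 0.01% (detergent screen) or 0.0001% Triton X-100 was preincubated with compounds for 15 min at room temperature. Nitrocefin was then added from an 800 uM solution, and hydrolysis was followed at 480 nm.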
Pf growth 48h: inhibits P. falciparum growth in the first generation, 48 h; P. falciparum luciferase growth in erythrocytes, 48 h; Potency, µM (highest dose often 28.7 µM), for inactives: at the highest dose activity change, negative = inhibition, most hits filed as inhibitors; hit rate 5.9% among 310,000; further: potency means the concentration at half of the fitted maximal effect; on the % scale 0 is the no-effect control and ±100 the full control effect
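First compound was added to culture medium, then infected red cells at 0.1% parasitemia and 2% hematocrit (final). After incubation at 37 C under 5% CO2, luciferase detection reagent was dispensed and light output recorded.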
Shiga inhibitor: inhibitors of Shiga toxin in Vero cells | Vero cells, Shiga toxin protein synthesis inhibition reporter | inhibition, % at 38.7 µM | hit rate 9.2% among 290,000; in the data active means inhibition mostly above about 28%, no sharp cut-off; inactive means mostly below about 43%; further: 0% is about no effect
Pf growth 96h: P. falciparum growth inhibition at 96 hours; Potency, µM (highest dose often 28.7 µM), for the others: top-dose activity change, negative = inhibition, actives largely listed as inhibitors; hit rate 6.9% among 320,000; P. falciparum luciferase reporter growth, 96 h; further: potency means the concentration at half of the fitted maximal effect; on the % scale 0 is the no-effect control and ±100 the full control effect
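Cell-based qHTS: luciferase-tagged P. falciparum in erythrocytes (2% hematocrit, 0.05% parasitemia final) incubated with compounds for 96 hours, 37 C, 5% CO2; luciferase detection reagent then added and luminescence measured.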
Tb PYK inh: T. brucei pyruvate kinase inhibition; Potency, µM (doses to about 76.8 µM), for the others: at the highest dose activity, negative = inhibition, actives largely listed as inhibitors; Q57TT1; TbPYK enzyme, Kinase-Glo Plus ATP luminescence, 45 min; hit rate 0.12% among 410,000; further: potency means the concentration at half of the fitted maximal effect; on the % scale 0 is the no-effect control and ±100 the full control effect; nearly all actives have a fitted effect of over 50% in size
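Enzyme and substrate buffer are dispensed first and compound is pin-transferred. ADP at 130 uM final then starts the reaction, which runs 45 min at room temperature. Detection reagent is added for 10 min before luminescence is imaged.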
LmPK inhibitor: LmPK (Leishmania mexicana) enzyme inhibition. hit rate 0.37% among 290,000. AID 1721. Potency, µM (highest dose often 57.5 µM), without a hit: top-dose activity change, negative = inhibition, usual class: inhibitors. Q27686. purified LmPK, Kinase-Glo ATP luminescence, 1 h; further: potency means the concentration at half of the fitted maximal effect; on the % scale 0 is the no-effect control and ±100 the full control effect
Target sequence (Q27686 whole entry, looked up): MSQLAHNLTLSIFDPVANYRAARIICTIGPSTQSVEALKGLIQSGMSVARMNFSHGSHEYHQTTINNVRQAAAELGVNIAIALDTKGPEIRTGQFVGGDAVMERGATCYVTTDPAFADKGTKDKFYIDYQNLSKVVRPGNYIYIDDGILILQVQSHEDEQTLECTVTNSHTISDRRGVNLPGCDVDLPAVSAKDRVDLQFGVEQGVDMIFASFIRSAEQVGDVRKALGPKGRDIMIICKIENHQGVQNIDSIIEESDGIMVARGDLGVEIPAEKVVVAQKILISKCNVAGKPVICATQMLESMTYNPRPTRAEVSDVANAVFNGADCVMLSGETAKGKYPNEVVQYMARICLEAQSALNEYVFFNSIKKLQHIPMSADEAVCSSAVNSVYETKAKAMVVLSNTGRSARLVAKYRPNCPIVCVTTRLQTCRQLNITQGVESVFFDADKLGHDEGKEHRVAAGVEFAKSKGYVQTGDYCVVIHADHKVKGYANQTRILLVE
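0.1 nM LmPK, 0.5 mM PEP, 0.1 mM ADP; 50 mM imidazole pH 7.2, 7 mM MgCl2, 50 mM KCl; 1 h RT. Kinase-Glo luminescence readout, normalized to no-enzyme (full inhibition) and uninhibited wells.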
Cycloheximide cs: affects cycloheximide protein synthesis inhibition readout, counter-screen. cell reporter, cycloheximide protein synthesis inhibition counterscreen. max response, %. hit rate 12% among 300,000. AID 2314; in the data active means max response mostly above about 13%, no sharp cut-off; inactive means mostly below about 14%; further: read at 38.3 µM for the half of the compounds with a filed dose; 0% is about no effect
* marks the source's active call; other numbers are inactive results; ? = inconclusive; . = no result given; + = active, no number; & = joins results of further samples; [ ] = remark or other dose. Unless noted, the call rests on the fitted dose curve; in most records, active means well fitted curve in the direction sought with a large enough effect; inconclusive means small, poorly fitted or top-dose-only effect, or another doubt; inactive means no such curve, though single readings can be large; an effect the other way counts as inactive or inconclusive.

item	SMILES	AmpC no deterg	Pf growth 48h	Shiga inhibitor	Pf growth 96h
1	Cc1ccc(CNC(=O)C2CCC(=O)N2Cc2ccccc2Cl)cc1 (centres undefined)	16%	-12%[0.00184 µM]	-5	?
2	O=C1CN(C(=O)c2cc3ccccc3oc2=O)C(c2ccc(F)cc2)c2cc(Br)ccc2N1 (centres undefined)	-16%	26%	-1	-4%
3	Cc1cc(C(=O)CS(=O)(=O)c2ccc(F)cc2)cc(C)c1O	-58%	66%[activator]	34*	59%[activator]
4	Oc1c(C(c2ccc(Cl)cc2)N2CCCC2)cc(Cl)c2cccnc12 (centres undefined)	-36%	3.3µM*	2	1.9µM*
5	COc1ccc(/C=C2\Oc3cc(OCC(=O)N4CCC[C@H]4C(=O)O)ccc3C2=O)c(OC)c1OC	-10%	29%	4	?
6	COc1ccc(/C=N/N2CCN(Cc3ccccc3)CC2)cc1	9%	16%	4	74%[activator]
7	CC(C)c1ccccc1NC(=O)Cn1c(/C=C/c2ccccc2)nc2ccccc21	-45%	88%[activator]	53*	88%[activator]
8	CCOC(=O)C1C(=O)NC(N2CCN(Cc3ccccc3)CC2)=NC1c1ccco1 (centres undefined)	4%	?	-16	?
9	CCn1cc(CN2CCC(n3nccc3NC(=O)CCOc3ccccc3)CC2)cn1	29%	3%	-17	?
10	CCCCNC(=S)N/N=C/c1ccc(C#N)cc1	-11%[11.4 µM]	-28%	21	9.3µM*
11	Cn1ncc([N+](=O)[O-])c1C(=O)N/N=C/c1c[nH]c2ccccc12	-10%	22%	1	77%[activator]
12	CCc1ccc(NC(=O)CCc2nc3ccccc3[nH]2)cc1	-17%	-8%	-5	64%[activator]
13	Cc1noc(C)c1C(=O)Nc1ccc(-n2ccc(C(F)(F)F)n2)cc1	0%	6%	-5	-18%
14	Cc1ccc(S(=O)(=O)N2CCN(C(=O)c3ccccc3)CC2)c(C)c1NS(C)(=O)=O	20%	-20%	-7	?
15	O=C(CCC(=O)OCCCC(F)(F)C(F)(F)F)NC1CCCCC1	30%	7%	-5	6%

item	Tb PYK inh	LmPK inhibitor	Cycloheximide cs
1	-8%	-1%	1
2	5%	-1%	-2
3	-8%	11%	10
4	-1%	4%	5
5	-3%	2%	2
6	7%	-3%	2
7	0%	-8%	36*
8	-2%	-1%	-3
9	3%	-12%	0
10	0%	0%	0
11	-7%	-2%	12
12	-7%	-1%	-1
13	-11%	3%	1
14	-3%	-1%	-1
15	1%	6%	-4

From compound 1 as far as 8, copied from above:
item	SMILES	AmpC no deterg	Pf growth 48h	Shiga inhibitor	Pf growth 96h
1	Cc1ccc(CNC(=O)C2CCC(=O)N2Cc2ccccc2Cl)cc1 (centres undefined)	16%	-12%[0.00184 µM]	-5	?
2	O=C1CN(C(=O)c2cc3ccccc3oc2=O)C(c2ccc(F)cc2)c2cc(Br)ccc2N1 (centres undefined)	-16%	26%	-1	-4%
3	Cc1cc(C(=O)CS(=O)(=O)c2ccc(F)cc2)cc(C)c1O	-58%	66%[activator]	34*	59%[activator]
4	Oc1c(C(c2ccc(Cl)cc2)N2CCCC2)cc(Cl)c2cccnc12 (centres undefined)	-36%	3.3µM*	2	1.9µM*
5	COc1ccc(/C=C2\Oc3cc(OCC(=O)N4CCC[C@H]4C(=O)O)ccc3C2=O)c(OC)c1OC	-10%	29%	4	?
6	COc1ccc(/C=N/N2CCN(Cc3ccccc3)CC2)cc1	9%	16%	4	74%[activator]
7	CC(C)c1ccccc1NC(=O)Cn1c(/C=C/c2ccccc2)nc2ccccc21	-45%	88%[activator]	53*	88%[activator]
8	CCOC(=O)C1C(=O)NC(N2CCN(Cc3ccccc3)CC2)=NC1c1ccco1 (centres undefined)	4%	?	-16	?

item	Tb PYK inh	LmPK inhibitor	Cycloheximide cs
1	-8%	-1%	1
2	5%	-1%	-2
3	-8%	11%	10
4	-1%	4%	5
5	-3%	2%	2
6	7%	-3%	2
7	0%	-8%	36*
8	-2%	-1%	-3

Next entries
item	SMILES	AmpC no deterg	Pf growth 48h	Shiga inhibitor	Pf growth 96h
16	O=C(CSc1nnc(C2CC2)n1-c1ccccc1)NCCN1C(=O)CSC1=O	-21%	38%[activator]	-11	0%
17	O=C(Nc1nc2ccc(S(=O)(=O)N3CCCC3)cc2s1)c1cccs1	-18%	8%	-2	29%
18	Cc1ccc(Cc2cnc(NC(=O)/C(C#N)=C/c3ccc(-c4ccc([N+](=O)[O-])cc4)o3)s2)cc1	-15%	16%	-5	23%
19	C=CCS(=O)(=O)N1CCC(CCOc2ccccc2)(C(=O)OCC)CC1	71%[activator]	-28%	2	12%
20	Cc1cc(C)n2nc(CNS(=O)(=O)c3ccc(C)c(C)c3)nc2n1	-11%	8%	-2	?
21	CN1CCN(CCCNC(=O)c2ccc(/C=C3\Sc4ccccc4N(Cc4ccccc4F)C3=O)cc2)CC1	118%[activator]	?	-19	-4%
22	O=c1c2c3c(sc2ncn1-n1cccc1)CCCCC3	-6%	?	56*	?
23	CCOc1ccc(-n2c(=O)c3c4c(sc3n(CC(=O)NCCCOC)c2=O)CCCCC4)cc1	-5%	7%	-14	0%
24	O=C(NCCN1CCOCC1)c1ccc(Cl)nc1Cl	-32%	3%	5	3%
25	CC(C)C(NC(=S)NCc1ccccc1)C(=O)O (centres undefined)	-8%	16%	11	.
26	Cc1ccc(N2C(=O)CCC2(C#N)c2ccccc2)cc1 (centres undefined)	32%	-3%	10	4%
27	CCOC(=O)CSc1nnc(CNC(=O)c2cc(OCC)c(OCC)c(OCC)c2)n1C	34%	-17%	24	?
28	CN1CCCC(OC(=O)COc2ccc(Br)cc2)C1 (centres undefined)	-1%	0%	-12	5%
29	O=C(N/N=C/C1CC=CCC1)c1ccccc1O (centres undefined)	-14%	-12%	39*	1%
30	O=C1C=C(O)C(n2cncn2)C(c2cc(F)ccc2F)C1 (centres undefined)	-8%[2.29 µM]	10%	-3	-1%

item	Tb PYK inh	LmPK inhibitor	Cycloheximide cs
16	-2%	10%	1
17	-26%	?	2
18	-1%	1%	-1
19	-1%	11%	-2
20	3%&-6%	-17%	-1
21	-10%	14%	2
22	1%	1%	36*
23	2%&2%	0%	4
24	-9%	4%	-1
25	5%	6%	2
26	-10%	3%	8
27	4%	1%	1
28	-3%	5%	-1
29	-14%	-5%	29*
30	4%	0%	-1

3 structures out of the list, ordered by heavy-atom count, ascending.
item	SMILES	AmpC no deterg	Pf growth 48h	Shiga inhibitor	Pf growth 96h
20	Cc1cc(C)n2nc(CNS(=O)(=O)c3ccc(C)c(C)c3)nc2n1	-11%	8%	-2	?
16	O=C(CSc1nnc(C2CC2)n1-c1ccccc1)NCCN1C(=O)CSC1=O	-21%	38%[activator]	-11	0%
18	Cc1ccc(Cc2cnc(NC(=O)/C(C#N)=C/c3ccc(-c4ccc([N+](=O)[O-])cc4)o3)s2)cc1	-15%	16%	-5	23%

item	Tb PYK inh	LmPK inhibitor	Cycloheximide cs
20	3%&-6%	-17%	-1
16	-2%	10%	1
18	-1%	1%	-1

The list continues.
item	SMILES	AmpC no deterg	Pf growth 48h	Shiga inhibitor	Pf growth 96h
31	O=[N+]([O-])c1ccccc1CSc1ccccn1	-21%	50%[activator]	53*	23%
32	COC(=O)c1ccc2c(c1)c(C#Cc1ccccc1)c(-c1ccccc1)n2C	-26%	.	+	.
33	O=C(O/N=C/c1ccc2c(c1)OCO2)c1ccccc1Cl	-8%	-7%	132*	1%
34	NC(=S)N/N=C/c1cccc(/C=N/NC(N)=S)c1	-36%	63%[activator]	13	0%
35	CCn1c(=O)c(C(=O)CN(C)CC(=O)Nc2ccccc2Br)c(N)n(Cc2ccccc2)c1=O	17%	10µM*	.	?
36	CC(=O)Nc1ccc(CN2CCN(C3CCCCC3)C(CCO)C2)cc1 (centres undefined)	-26%	12%	-1	26%
37	O=C(N/N=C/C(Br)=C/c1ccccc1)c1n[nH]c2c1CCC2	-43%	-29%	145*	.
38	COc1cc(OC)nc(Oc2cc(C=O)ccc2OC)n1	-12%	-5%	19	-21%
39	O=C(O)c1cccc(N/C(=N\S(=O)(=O)c2ccccc2)c2ccccc2)c1	-27%	16%	-6	8%
40	O=C(Cc1n[nH]c(=O)[nH]c1=O)N/N=C/c1ccccc1O	-9%	1.5µM*	11	32%[activator]
41	Cc1cccc(N2CCN(C(=O)c3cccc(N4C(=O)C5C6C=CC(C6)C5C4=O)c3)CC2C)c1 (centres undefined)	154%[activator]	?	-7	?
42	CCN(c1ccccc1)S(=O)(=O)c1ccc2[nH]cc(C(=O)N3CCOCC3)c(=O)c2c1	-21%	-17%	-1	?
43	Cn1c2c(c(=O)n(C)c1=O)C1(C(=O)Nc3ccccc31)C(C#N)=C(N)O2 (centres undefined)	-14%	10µM*	-5	8.3µM*
44	CSc1ccc(Cl)c(C(=O)OCC(=O)NCC(C)C)c1	-16%	12%	26	.
45	CN(Cc1ccco1)C(=O)CN1C(=O)NC2(CCCCC2)C1=O	-11%	-14%	.	-33%

item	Tb PYK inh	LmPK inhibitor	Cycloheximide cs
31	7%	2%	11
32	5%	.	60*
33	.	?	55*
34	-10%	-3%	-2
35	4%	.	.
36	2%	-1%	-1
37	-2%	7%	42*
38	0%	-3%	-1
39	1%	0%	-3
40	8%	-3%	1
41	-3%	1%	10
42	1%	4%	-2
43	-3%	-7%	-3
44	3%	-4%	17
45	-9%	.	.

(next part)
item	SMILES	AmpC no deterg	Pf growth 48h	Shiga inhibitor	Pf growth 96h
46	CC(C)(CO)NC(=O)c1ccc2nc(Cc3cccc(Cl)c3)oc2c1	22%	13%	26*	169%[activator]
47	O=C(CSc1nncn1-c1ccccc1)Nc1cc(Cl)cc(Cl)c1	-10%	15%	6	.
48	O=C(Cc1c(Cl)cccc1Cl)NC1CC1	-11%	2%	-3	0%
49	O=C(Nn1cnnc1)c1cc(-c2ccccn2)nc2ccccc12	-15%	-9%	-14	.
50	COc1ccccc1COCC(O)CNCCc1ccc(C(F)(F)F)cc1 (centres undefined)	46%	?	-13	?
51	CC(C)(C)c1cc(C(=O)Nc2cccnc2)cc(C(=O)Nc2cccnc2)c1	-2%	.	-12	0.83µM*
52	CCOC(=O)N/N=C1\CC(C)S(=O)(=O)c2ccc(Cl)cc21 (centres undefined)	-10%	2%	-11	12%
53	O=C(NCCCl)c1ccc(OCc2ccccc2)cc1Cl	41%	78%[activator]	66*	200%[activator]
54	O=S(=O)(c1cccs1)N1CCN(c2cccc(Cl)c2)CC1	-34%	12%	2	4%
55	Cc1nc(CC(=O)c2c(C)cc(O)cc2O)cs1	2%	11%	9	1%

item	Tb PYK inh	LmPK inhibitor	Cycloheximide cs
46	1%	3%	26*
47	1%	-2%	1
48	11%	6%	-5
49	1%	-9%	2
50	-3%	-1%	0
51	-17%	-6%	-3
52	0%	4%	0
53	3%	6%	34*
54	2%	4%	-1
55	-15%	0%	4
